PLK1 PBD block: blocks phosphopeptide binding to human PLK1 polo-box domain; P53350; 2.8% of 360,000 active; Plk1 PBD binding of FITC phosphopeptide, fluorescence polarization; AID 720504; Potency, µM, inactives show max response, negative = inhibition, actives largely listed as inhibitors; also: potency is read from the fitted curve at half-maximal effect; series mostly up to about 57 µM; % is scaled to controls: 0 for no effect and ±100 for the full control effect; nearly all actives have a fitted effect of over 65% in size
Target sequence (P53350 whole entry, looked up, the tested form may be a part): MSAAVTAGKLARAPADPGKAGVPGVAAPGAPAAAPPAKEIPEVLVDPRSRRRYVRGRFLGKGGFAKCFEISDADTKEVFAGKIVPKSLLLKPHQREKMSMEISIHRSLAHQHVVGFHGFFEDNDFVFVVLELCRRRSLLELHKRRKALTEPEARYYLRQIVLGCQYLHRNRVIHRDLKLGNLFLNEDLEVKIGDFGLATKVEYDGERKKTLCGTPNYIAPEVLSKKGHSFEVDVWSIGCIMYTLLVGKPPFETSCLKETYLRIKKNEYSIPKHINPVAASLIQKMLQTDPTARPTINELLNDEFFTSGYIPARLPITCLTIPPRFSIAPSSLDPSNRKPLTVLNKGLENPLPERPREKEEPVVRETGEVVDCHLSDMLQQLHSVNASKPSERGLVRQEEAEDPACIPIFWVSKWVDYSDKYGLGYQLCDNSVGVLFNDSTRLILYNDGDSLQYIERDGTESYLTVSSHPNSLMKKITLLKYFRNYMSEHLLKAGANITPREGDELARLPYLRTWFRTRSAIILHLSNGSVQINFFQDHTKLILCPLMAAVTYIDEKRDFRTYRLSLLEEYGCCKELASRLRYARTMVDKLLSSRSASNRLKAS
PI5P4Ka inh: blocks human PI5P4K alpha kinase activity | P48426 | max response, % | 1.2% of 330,000 active | PI5P4Kalpha enzyme, ADP-Glo luminescence, 60 min; stronger effect = lower value; active = max response of -50% or lower; inconclusive = between -30% and -50%; inactive = -30% or higher; also: value at the top dose of about 77 µM; % is scaled to controls: 0 for no effect and ±100 for the full control effect
Target sequence (P48426 whole entry, looked up): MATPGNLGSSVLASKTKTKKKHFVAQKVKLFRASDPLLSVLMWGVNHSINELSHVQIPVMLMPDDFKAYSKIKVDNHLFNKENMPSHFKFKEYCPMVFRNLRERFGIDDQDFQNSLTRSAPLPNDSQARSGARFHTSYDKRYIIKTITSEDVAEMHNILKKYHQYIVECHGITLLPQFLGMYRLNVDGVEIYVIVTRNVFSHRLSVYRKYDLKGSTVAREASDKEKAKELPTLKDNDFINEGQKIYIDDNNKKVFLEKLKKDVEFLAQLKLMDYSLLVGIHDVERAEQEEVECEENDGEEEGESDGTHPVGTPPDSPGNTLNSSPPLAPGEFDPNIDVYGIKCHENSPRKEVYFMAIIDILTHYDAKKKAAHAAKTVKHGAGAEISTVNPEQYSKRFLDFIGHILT
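Human PI5P4Kalpha with substrate in 0.038 M HEPES pH 7.4, 0.28 mM EGTA, 0.1% CHAPS, 5% DMSO; reaction started with 5 microM ATP (final), 60 min at room temperature. ADP formed read by ADP-Glo luminescence.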
MmCpn inh: inhibitors of Methanococcus maripaludis chaperonin (MmCpn). purified Mm-Cpn ATPase, ADP Transcreener TR-FRET. Potency, µM (top dose mostly 76.9 µM), for the others: at the top dose activity, negative = inhibition, hits mostly inhibitors. 0.031% of 330,000 active; also: potency is read from the fitted curve at half-maximal effect; % is scaled to controls: 0 for no effect and ±100 for the full control effect; nearly all actives have a fitted effect of over 80% in size
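Eu-cryptate anti-ADP/ADP-d2 competition gives a ratio inversely related to ADP. Enzyme at 25 nM was pre-exposed to compound for 10 min, then given 10 uM ATP for 30 min, 37°C throughout.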
EPAC2 antag: blocks human EPAC2 exchange factor; EPAC2 GEF exchange of Rap1B-BODIPY-GDP, fluorescence; 0.18% of 360,000 active; Potency, µM (titrated, usually from 114 µM), without a hit: at the top dose activity, negative = inhibition, most hits filed as inhibitors; also: potency is read from the fitted curve at half-maximal effect; % is scaled to controls: 0 for no effect and ±100 for the full control effect; nearly all actives have a fitted effect of over 45% in size; many of its hits are not listed in these tables
WRN inhibitor: blocks human WRN helicase; Q14191; WRN helicase unwinding, fluorescent forked duplex, kinetic; Potency, µM (doses to about 114 µM), for the others: top-dose activity change, negative = inhibition, hits mostly inhibitors; 0.46% of 360,000 active; AID 651768; also: potency is read from the fitted curve at half-maximal effect; % is scaled to controls: 0 for no effect and ±100 for the full control effect; nearly all actives have a fitted effect of over 55% in size
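Kinetic fluorescence helicase assay: unwinding of a quenched forked DNA duplex (100 nM final) with 2 mM ATP final raises red fluorescence (525/598 nm). Compounds sat 15 min at room temperature with 20 nM WRN beforehand.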
CCT chaperon mod: modulators of cytosolic chaperonin (CCT/TRiC) activity; purified chaperonin ATPase assay, HTRF ADP detection, 30 min; activity change, % (no concentration beside the values), hits read low; 0.3% of 360,000 active; in the data active = activity change below about -30%; also: % is scaled to controls: 0 for no effect and ±100 for the full control effect
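Enzyme 40 or 20 nM (batch-dependent) in Tris pH 7.4/KCl/MgCl2/DTT; cpd 76 uM single point; ATP 10 uM; 30 min 37 °C; Transcreener ADP HTRF detection, 30 min RT; ratio 665/615.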
EPAC1 antagonist: EPAC1 (human) antagonism. O95398. EPAC1 GEF assay, Rap1b-BODIPY-GDP exchange fluorescence. Potency, µM (top dose mostly 115 µM), for inactives: at the highest dose activity change, negative = inhibition, most hits filed as inhibitors. 0.14% of 360,000 active;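 also: potency is read from the fitted curve at half-maximal effect; plate controls were vehicle for no effect and positive control for full effect; nearly all actives have a fitted effect of over 50% in size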
EPAC1 ag: activates human EPAC1 exchange factor; O95398; EPAC1 agonist qHTS, biochemical assay; response scale: 100% = response to 6.5 mM cAMP; Potency, µM (series often up to 154 µM), for the others: top-dose activation, usual class: activators; 0.073% of 360,000 active; AID 720707; also: potency is read from the fitted curve at half-maximal effect; nearly all actives have a fitted effect of over 60% in size
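Fluorescent GDP-exchange assay: 100 nM EPAC1 with 250 nM Rap1B preloaded with BODIPY-GDP and 50 uM GDP; compounds tested as concentration series, 5 min at room temperature, then read every 5 min for 30 min (ex 480/em 540 nm); normalized to 6.5 mM cAMP.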
* marks the source's active call; other numbers are inactive results; ? = inconclusive; · = no result given; [ ] = dose if it differs, or a comment. Unless noted, calls follow the shape of the dose curve; as a rule, active = well fitted curve in the direction sought with a large enough effect; inconclusive = small, poorly fitted or top-dose-only effect, or another doubt; inactive = no such curve, though single readings can be large; an effect the other way counts as inactive or inconclusive. Not all compounds are listed, so the mix of outcomes need not match the whole.

molecule	PLK1 PBD block	PI5P4Ka inh	MmCpn inh	EPAC2 antag	WRN inhibitor	CCT chaperon mod	EPAC1 antagonist	EPAC1 ag
Cc1ccc(NCCC(=O)c2ccc(Br)cc2)cc1	-6%	14	-3%	0%	-3%	-0.7	7%	1%
Nc1nnc(SCC(=O)NC23CC4CC(CC(C4)C2)C3)s1	0%	-2	-1%	5%	1%	-0.7	5%	0%
O=C(NNC(=O)C12CC3CC(CC(C3)C1)C2)c1ccccn1	-11%	-11	1%	-2%	-3%	0.4	-11%	0%
O=C(N/N=C\c1cccnc1)C1c2ccccc2Oc2ccccc21	-6%	9	1%	-7%	-5%[57.1 µM]	-2.2	-20%	-4%
CCCCOC(=O)Nc1ccc(C(N)=O)cc1	-11%	-9	3%	4%	-7%	0.0	-10%	1%
COc1cc(/C=C/C(=O)C2C(=O)C=C(C)OC2=O)cc(OC)c1O (stereo not given)	35%[activator]	3	-3%	0%	-24%	0.5	-5%	3%
CO[C@@H]1CN(C)C(=O)c2cc(NC(=O)NC3CCCCC3)ccc2OC[C@@H](C)N(CC2CCOCC2)C[C@@H]1C	-1%	1	·	2%	0%	·	1%	-16%
C(=C\c1ccccc1)/CN1CCN(C(c2nnnn2-c2ccc3c(c2)OCCO3)C2CC2)CC1 (stereo not given)	3%	6	·	?	-10%	-1.1	-6%	1%
CC(C)C(=O)Nc1cccc(NC(=S)NC(=O)c2ccc([N+](=O)[O-])cc2)c1	1%	·	-2%	14%	10%	-1.0	6%	-2%
CCc1cc2c(SCC(=O)N3CCCC3=O)ncnc2s1	-14%	-3	-1%	-3%	?	-1.8	-8%	6%
COC(=O)[C@@]12CCCCN1[C@H](c1ccc(-c3ccc(OC)cc3)c(OC)c1)[C@@H]1C(=O)N(C)C(=O)[C@@H]12	-6%	12	-14%	-11%	-4%	0.5	?	-3%
CC1CCCN(C(=O)C(=O)Nc2ccc3nc4n(c(=O)c3c2)CCCCC4)C1 (stereo not given)	1%	0	2%	7%	11%	0.3	14%	-10%
Cc1ccc(NC(=O)Cc2ccc3c(c2)OCCO3)cc1S(=O)(=O)N1CCCCC1	2%	-3	0%	-9%	-9%	-1.2	?	13%
Brc1ccc(-n2c(SCc3nc4ccccc4[nH]3)nnc2-c2ccncc2)cc1	6%	5	-9%	21%	-5%	-4.5	8%	-1%
CC(C)C(NS(=O)(=O)c1ccc2c(c1)Cc1cc(S(=O)(=O)NC(C(=O)O)C(C)C)ccc1-2)C(=O)O (stereo not given)	-17%	0	-10%	12%	-25%	2.6	3%	-2%
C/C(=N\NC(=O)c1cccc(S(=O)(=O)N2CCCC2)c1)c1ccc(F)cc1	3%	-5	-1%	6%	2%	-1.5	4%	-3%
C[C@@H]1CN([C@@H](C)CO)C(=O)CCCn2nncc2CO[C@H]1CN(C)C(=O)Nc1ccc(-c2cccs2)cc1	-13%	-1	·	-5%	4%	1.2	-16%	-3%
O=C(NCSc1ccnc(SCNC(=O)c2ccc(F)cc2)n1)c1ccc(F)cc1	-8%	·	2%	-2%	-2%	-1.7	11%	1%
O=C(NCc1ccncc1)[C@@H]1CCCN1C(=O)[C@@H]1CCCN1C(=O)c1ccccc1	-1%	1	·	2%	5%	0.6	-16%	-25%
CCOC(=O)C1(CCCc2ccccc2)CCN(Cc2nccn2CC)CC1	-19%	-4	4%	-8%	8%	-3.6	-18%	8%
COCCn1c(-c2ccc(Br)cc2)csc1=Nc1cccnc1	-25%	4	0%	45µM*	-3%	-1.6	-1%	10%
C=CCc1cc(C)ccc1OCCOCCC(C(=O)OCC)C(=O)OCC	-24%	2	-2%	-13%	-4%	-1.5	-20%	-8%
CC1=C/C(=N\OS(=O)(=O)c2ccccc2)C(C)=CC1=O	-13%	-3	0%	7%	-8%[57.1 µM]	2.0	11%	-4%
O=C(COC(=O)c1ccc(F)cc1Cl)NC1CCCCCCC1	-3%	2	2%	2%	4%	-2.0	-1%	-8%
O=C(CN1C(=O)COc2ccccc21)N1CCOCC1	-4%	-5	0%	31%[activator]	3%	-4.1	-3%	-6%
O=[N+]([O-])c1ccc(NN=C2CC3CCC2C3)c([N+](=O)[O-])c1 (stereo not given)	3%	-2	·	-3%	-10%	0.5	6%	-9%
Cc1ccc(C(=O)O)cc1S(=O)(=O)N1CCC(C(=O)O)CC1	-4%	·	1%	2%	-4%	-2.8	-13%	8%
CCCCNC(=O)c1ccc2nc(CC)c(N(C)Cc3ccc(OC)cc3)n2c1	-3%	0	·	-14%	-2%	-0.5	-18%	1%
O=C(Nc1ccc(F)cc1)c1sccc1SCc1cccc(C(F)(F)F)c1	-21%	·	1%	-4%	-25%	2.1	0%	0%
Cc1cc(=O)oc2c(C)c(OCC(=O)N3CCN(C(=O)C4COc5ccccc5O4)CC3)ccc12 (stereo not given)	-6%	-1	-5%	-11%	-7%	1.7	-7%	7%
Cc1ccc(NC(=O)CSc2n[nH]c(N)n2)cc1S(=O)(=O)N1CCOCC1	2%	2	1%	6%	3%	0.8	17%	5%
CCC(C(=O)Nc1c[nH]c(=O)[nH]c1=O)c1ccccc1 (stereo not given)	-2%	-3	2%	8%	-5%	2.9	2%	8%
CCCCCOc1ccc(NC2=CC(=O)CCC2)cc1	0%	4	0%	-6%	-6%	-1.2	?	-5%
CCOC(=O)C(NC(C)=O)C(OC(C)=O)c1cccc([N+](=O)[O-])c1 (stereo not given)	-1%	1	1%	14%	4%	0.5	9%	-3%
O=C(/C=C/c1ccc([N+](=O)[O-])cc1)NCc1ccco1	-2%	-14	0%	10%	-26%[57.1 µM]	0.0	9%	-2%
CCOc1ccccc1-c1nc(CN(Cc2cnn(C)c2)C(C)C)c(C)o1	-1%	4	-1%	-8%	0%	-3.7	10%	5%
COc1ccc(OC)c(-c2cc(C(=O)NCc3cccs3)no2)c1	-12%	·	-3%	-14%	-9%	-5.0	-7%	19%
Cc1c(C(=O)OCC(=O)NC(=O)NC2CCCCC2)cccc1[N+](=O)[O-]	-4%	20	-1%	-10%	-14%	-1.7	-20%	5%
COc1cccc(CNc2ccc(C(=O)O)cc2)c1OCc1ccccc1	2%	0	-6%	-1%	0%	-1.4	6%	-5%
CC1(C)CC(N2CCCC2)=CC(=[N+]2CCCCCC2)C1	30µM*	-11	0%	-8%	-2%	-1.1	-3%	10%
CCOc1ccc(C(C)NC(=O)C2CCCC2)cc1 (stereo not given)	-1%	-3	0%	12%	-1%	-1.6	5%	-1%
CCc1nc2cc(Cl)c(Cl)cc2[nH]1	-8%	·	5%	18%	-7%	0.1	4%	1%
O=C(COC(=O)C1CCCC1)NCc1ccc(Cl)cc1	-9%	2	-6%	-18%	-7%	-2.0	-17%	-4%
CCN(C(=O)c1cc([N+](=O)[O-])ccc1NCc1cccnc1)c1ccccc1	0%	-2	1%	-1%	8%	-1.4	-11%	-4%
Cc1cc2c(c(=O)o1)C(CCC1CCCCC1)C(C#N)=C(N)O2 (stereo not given)	-3%	1	1%	-7%	-10%	-1.0	12%	2%

Continued, starting with the last two of the part before.
molecule	PLK1 PBD block	PI5P4Ka inh	MmCpn inh	EPAC2 antag	WRN inhibitor	CCT chaperon mod	EPAC1 antagonist	EPAC1 ag
CCN(C(=O)c1cc([N+](=O)[O-])ccc1NCc1cccnc1)c1ccccc1	0%	-2	1%	-1%	8%	-1.4	-11%	-4%
Cc1cc2c(c(=O)o1)C(CCC1CCCCC1)C(C#N)=C(N)O2 (stereo not given)	-3%	1	1%	-7%	-10%	-1.0	12%	2%
Cc1cc(C(=O)Nc2ccc3c(c2)OCO3)no1	-1%	-1	2%	0%	18%	1.2	20%	-1%
CCN1/C(=C/C(=S)Nc2ccccc2)Sc2ccccc21	21µM*	5	?	-20%	?	2.4	-26%	1%
CC(C)C(=O)Nc1nc2ccc(S(C)(=O)=O)cc2s1	-20%	?	3%	0%	5%	0.3	-12%	-7%
O=C(CNc1ccccc1N1CCCC1=O)Nc1cc(Cl)ccc1-n1cncn1	2%	-1	-3%	11%	-2%	-8.3	2%	2%
COc1ccc([C@H]2C[C@H](n3cc(COC(=O)c4ccccc4)nn3)[C@@H](O)CN2C(=O)c2cccs2)cc1	-6%	0	·	3%	-10%	2.2	-9%	4%
CCOCCCn1c(=N)c(C(=O)NCCN2CCOCC2)cc2c(=O)n3cccc(C)c3nc21	-6%	-2	0%	6%	5%	-0.5	0%	-9%
C[C@H](NC(=O)c1ccc(C(C)(C)C)cc1)C(=O)N1CCN(C/C=C/c2ccccc2)CC1	4%	5	3%	-15%	-3%	-1.0	-11%	-4%
CN(c1ccccc1)S(=O)(=O)c1nnc(NC(=O)COc2ccccc2F)s1	-9%	?	-2%	-3%	-7%	0.0	-3%	5%
Cc1cccc(NC(=O)COC(=O)c2cccc(S(=O)(=O)N3CCCCCC3)c2)c1	3%	2	0%	5%	-3%	0.4	13%	8%
COc1ccc(C(=O)Nn2c(SCC(=O)c3ccccc3)nc3ccccc3c2=O)cc1	-8%	·	0%	-3%	-12%	-3.3	-18%	6%
O=C(CCN1C(=O)c2ccccc2S1(=O)=O)NCc1ccccc1Cl	-2%	5	1%	11%	-2%	1.7	18%	-2%
Cc1ccc(NS(=O)(=O)c2ccc(C)c(NC(=O)c3ccc(S(=O)(=O)N4CCCCCC4)cc3)c2)c(C)c1	-12%	-10	·	2%	-4%	-0.7	-3%	5%
CC(C)[C@H](NC(=O)c1ccco1)C(=O)Nc1ccc(OC(F)F)cc1	3%	2	1%	8%	-2%[57.1 µM]	3.1	-8%	-1%
CCCc1ccc(C(=O)COC(=O)CN2C(=O)NC3(CCCCC3C)C2=O)cc1 (stereo not given)	-10%	2	2%	-11%	-6%	0.3	-9%	-2%
COc1ccc(NC(=O)COc2ccc3c(c2)CCC3)cc1S(N)(=O)=O	-1%	4	2%	-10%	-2%	0.4	0%	17%
O=C(Nc1ccccc1N1CCCCC1)C1CC(=O)N(c2ccccc2F)C1 (stereo not given)	-8%	-3	2%	2%	5%	1.8	-24%	4%
NS(=O)(=O)c1cccc(NC(=S)NC(=O)c2cccc([N+](=O)[O-])c2)c1	?	-5	0%	10%	0%	-2.0	-26%	10%
